core dimer inh: inhibitors of HCV core protein dimerization, primary screen, biochemical, TR-FRET, high-throughput | TR-FRET GST/Flag-core106 dimerization, 1536-well | inhibition, % at 5 µM | 300,000 compounds, 0.33% hits;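 active means inhibition above the mean of all tested compounds plus 3 SD, set per screening campaign, cut at about 45% in these data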
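Material: Tagged HCV core106 pair (GST and Flag) | Amount: GST-core106 13.5 nM, Flag-core106 17 nM | Medium: KF-containing HEPES buffer, pH 7.45, DTT, CHAPS, BSA | Reagent: Eu donor and XL665 acceptor anti-tag antibodies | Schedule: 4 h at 22.5 °C | Technique: Time-resolved FRET, ex 340 nm, em 617 and 671 nm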
TPT1 inhibitor: Candida albicans TPT1 enzyme inhibitors, primary screen, biochemical, fluorescence polarization | AID 1962, 2009 | recombinant caTPT1, FP RNA substrate dephosphorylation | inhibition, % at 5 µM | 300,000 compounds, 0.81% hits;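 active means inhibition above the mean of all tested compounds plus 3 SD, set per screening campaign, cut at about 24% in these data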;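 further: plate controls were DMSO alone for no effect and ferristatin control at 100 nM for full effect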
JMJD2C inh: inhibitors of GASC-1 histone demethylase, primary screen, biochemical, fluorescence, DELFIA europium | inhibition, % at 2.35 µM | Lysine-specific demethylase 4C (Homo sapiens), Q9H3R0 | GST-JMJD2C(1-420) H3K9me3 demethylation | 330,000 compounds, 0.069% hits | AID 2099, 2009;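 active means more than half of a compound's replicate wells show inhibition beyond 50%, single wells judged on their own value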;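 further: signal counts dimethyl H3K9 product captured on neutravidin plate; 0% = median of DMSO wells and 100% = 0.3 times that DMSO median; strong numbers were not always called active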
PREPL inhibitor: PREPL enzyme inhibitors, primary screen, biochemical, fluorescence polarization; Prolyl endopeptidase-like (Homo sapiens), Q4J6C6; recombinant PREPL, fluorescence polarization activity-based probe; inhibition, % at 5.96 µM; 320,000 compounds, 0.68% hits; AID 2751, 2010; in the data active means inhibition above about 43%;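 further: 0% = enzyme with DMSO and 100% = wells lacking enzyme; many of its hits are not listed in these tables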
Target sequence (Q4J6C6 whole entry, looked up): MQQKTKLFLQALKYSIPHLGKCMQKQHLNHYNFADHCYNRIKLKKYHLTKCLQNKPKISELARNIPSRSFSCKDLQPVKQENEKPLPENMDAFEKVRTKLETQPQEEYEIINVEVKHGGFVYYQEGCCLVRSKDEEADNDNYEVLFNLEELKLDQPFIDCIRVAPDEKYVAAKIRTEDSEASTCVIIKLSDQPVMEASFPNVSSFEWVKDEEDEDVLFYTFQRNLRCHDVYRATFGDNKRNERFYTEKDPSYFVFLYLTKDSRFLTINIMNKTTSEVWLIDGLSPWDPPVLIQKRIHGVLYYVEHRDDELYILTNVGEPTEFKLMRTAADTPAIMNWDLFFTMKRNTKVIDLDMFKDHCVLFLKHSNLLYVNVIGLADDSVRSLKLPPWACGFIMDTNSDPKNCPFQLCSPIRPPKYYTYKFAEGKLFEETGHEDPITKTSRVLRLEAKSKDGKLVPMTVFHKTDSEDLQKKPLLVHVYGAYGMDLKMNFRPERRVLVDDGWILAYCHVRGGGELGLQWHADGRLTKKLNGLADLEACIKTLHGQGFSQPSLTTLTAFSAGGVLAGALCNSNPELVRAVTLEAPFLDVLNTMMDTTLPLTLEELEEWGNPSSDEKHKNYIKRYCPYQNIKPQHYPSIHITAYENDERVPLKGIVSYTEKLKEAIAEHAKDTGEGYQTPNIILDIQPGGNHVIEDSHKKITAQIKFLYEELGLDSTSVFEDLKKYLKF
PP1 inh: PP1-alpha phosphatase inhibitors, primary screen, counter-screen for PP5 inhibitor project, biochemical, fluorescence, OMFP substrate, single point; Serine/threonine-protein phosphatase PP1-alpha catalytic subunit (Homo sapiens), P62136; purified PP1alpha; inhibition, % at 6.7 µM; 320,000 compounds, 0.9% hits; AID 2235, 2010;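 active means inhibition above the mean inhibition of all tested compounds plus 3 SD, computed separately for each screening campaign, cut at about 15% in these data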
CTSL1 counter: Fasciola hepatica cathepsin L1 inhibitors, primary screen, counter-screen for PFM18AAP inhibitor project, biochemical, QFRET, fluorogenic peptide substrate. AID 1906, 2009. inhibition, % at 5.96 µM. recombinant F. hepatica cathepsin L1, Z-Leu-Arg-MCA fluorescence. 300,000 compounds, 0.49% hits;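 active means inhibition above the mean of all tested compounds plus 3 SD, set per screening campaign, cut at about 17% in these data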;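 further: 0% = plate median of test compound wells and 100% = 1 µM Z-Phe-Ala-diazomethylketone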
LYPLA2 inh: LYPLA2 inhibitors, primary screen, counter-screen for PME1 inhibitor project, biochemical, fluorescence polarization, FP-Rh probe ABPP. recombinant LYPLA2. 320,000 compounds, 0.38% hits. inhibition, % at 5.9 µM. AID 2177, 2009;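 active means inhibition above the screen-wide mean plus 3 SD, limit set per campaign, cut at about 26% in these data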;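 further: 0% = LYPLA2 with DMSO and 100% = wells lacking LYPLA2 enzyme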
Target sequence (O95372 whole entry, looked up): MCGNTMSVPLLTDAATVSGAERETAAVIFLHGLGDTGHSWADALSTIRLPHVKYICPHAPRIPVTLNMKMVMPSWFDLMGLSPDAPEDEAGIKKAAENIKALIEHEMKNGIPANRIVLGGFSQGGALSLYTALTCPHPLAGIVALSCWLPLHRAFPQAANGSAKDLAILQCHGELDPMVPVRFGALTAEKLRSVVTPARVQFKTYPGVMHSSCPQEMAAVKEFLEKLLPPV
Efflux pump inh: inhibitors of Candida efflux pumps in yeast, primary screen, S. cerevisiae, Nile Red, multiplex. S. cerevisiae Candida pump triplex. inhibition, % at 10 µM. 330,000 compounds, 0.44% hits;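 active means plate passing quality check with inhibition over a set limit, or well fluorescence over plate mean plus 4 SD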;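 further: Nile Red retained in pooled yeast measured as flow cytometry median fluorescence; 0% = buffer negative control and 100% = Enniatin B positive control; higher means more Nile Red kept so more efflux inhibition; some compounds called inactive have numbers as strong as hits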
PP5 primary: PP5 phosphatase inhibitors, primary screen, biochemical, fluorescence; inhibition, % at 6.7 µM; purified PP5c, OMFP substrate fluorescence; Serine/threonine-protein phosphatase 5 (Homo sapiens), P53041; 320,000 compounds, 0.18% hits;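 active means inhibition above the campaign's mean inhibition across all tested compounds plus 3 SD, cut at about 9.5% in these data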;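 further: 0% = DMSO only and 100% = 100 µM cantharidin control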
Numbers without * were called inactive; nt = no result given; & = joins results of further samples.

SMILES	core dimer inh	TPT1 inhibitor	JMJD2C inh	PREPL inhibitor	PP1 inh	CTSL1 counter	LYPLA2 inh	Efflux pump inh	PP5 primary
COc1cccc(N2CCN(C(=O)c3ccc(-c4ccccc4)cc3)CC2)c1	6	0	-3	22	6	2	30*	0.0	3.6
COCC(=O)Nc1cc(Cl)c(OC)cc1OC	3	-1	13	-3	-6	0	4	0.0	-2.6
CN(Cc1ccc(F)cc1)C(=O)c1cccc(S(=O)(=O)N2CCN(c3ccc(F)cc3)CC2)c1	5	4	38	-76	0	5	3	-0.1	2.4
COCc1cc(=O)[nH]c2cc(NC(=O)C(F)(F)F)c(C)cc12	10	2	49	4	-3	-1	2	0.0	0.1
Cc1cccnc1NC(=O)C(c1ccccc1)c1ccccc1	-10	0	-5	0	-1	4	27*	-0.1	2.0
O=c1[nH]c2c(n(C3CCCCC3)c1=O)CCC2	1	1	0	-1	2	2	3	0.0	-1.1
Cn1c(CC(=O)NCCO)c(Sc2ccccc2)c2ccccc21	5	-3	nt	-6	-1	4	-1	-0.3	0.4
CCOc1ccccc1-n1nnnc1SCC(=O)NCc1ccco1	0	-1	-4	-2	-1	0	1	-0.1	0.6
Cc1sc2nc(SCC(=O)Nc3ccc(S(N)(=O)=O)cc3)[nH]c(=O)c2c1C	9	-4	-18	-1	2	1	4	-0.1	2.3
O=C(COc1ccc(Cl)cc1)Nc1cc(NC(=O)COc2ccc(Cl)cc2)cc(C(=O)O)c1	25	-2	10	-51	8	2	-14	0.0	1.6
CCOC(=O)c1ccc(S(=O)(=O)N2CCN(C(C)=O)CC2)cc1	1	-2	4	2	-6	-3	-6	0.0	-0.3
COC(=O)c1ccc(CSc2nc3sc(C(=O)O)c(C)c3c(=O)[nH]2)cc1	5	-3	30	-15	-1	-2	0	0.0	3.0
CC(C)(C)CN1C(=O)C(=O)NC[C@@H]1CCCCN	-14	1	5	10	1	-2	-3	0.2	2.4
Cc1ccccc1N=C1NC(=O)CC(c2ccccc2)S1 (stereo not given)	2	-1	-3	-5	-1	0	5	-0.1	2.0
CCCCN(CCCC)CCCNC(=O)CC1Oc2ccc(C)cc2NC1=O (stereo not given)	4	-2	-5	12	-4	6	2	-0.1	1.0
CCNc1nc(NCC)nc(N(n2cnnc2)S(=O)(=O)c2ccc(C)cc2)n1	0	-2	-19	-4	-1	-4	2	-0.3	-0.4
C=C(C)CNC(=S)N/N=C/c1ccco1	-3	0	-9	-4	-3	-4	-6	0.1	-2.1
O=C(Nc1ccc(Cl)c(C(F)(F)F)c1)C(=O)N1CCCCC1	-3	2	4	11	-1	8	-4	-0.1	2.3
CC1CCN(C(=O)COC(=O)c2cccc(S(=O)(=O)N(C)c3ccccc3)c2)CC1	nt	nt	-18	4	1	nt	2	0.2	3.1
Cc1c(F)cccc1NC(=O)CCCCCC1NC(=O)NC1C (stereo not given)	8	0	12	11	-2	-3	-10	0.1	2.1
O=C(/C=C/c1ccccc1)Nc1nc(-c2ccncc2)cs1	8	1	4	-16	14	4	-16	-0.1	0.3
CN(C)C=Nc1ccc2nn(-c3ccccc3)nc2c1	2	3	10	-15	2	-2	3	0.2	1.3
COc1cccc(N2CCN(C(=O)c3ccc(Cl)c(NC4=NC5CS(=O)(=O)CC5S4)c3)CC2)c1 (stereo not given)	7	2	0	7	-1	0	-7	-0.1	-2.6
Cc1cccc(CCNC(=O)CC2C(=O)NCCN2CC2CCCCC2)n1 (stereo not given)	-5	-10	13	2	-3	1	-5	0.1	1.2
COc1ccc(C(=O)NC(C)c2ccccc2)cc1Br (stereo not given)	2	4	4	12	2	0	-5	0.3	0.2
COc1ccc(/C=N/N=C2\CC3CCC2(C)C3(C)C)cc1O (stereo not given)	-2	-1	43	1	-5	2	-5	0.1	1.2
Cc1cccc(CCNC(=O)CN(C)S(=O)(=O)c2ccc3c(c2)c(=O)n(C)c(=O)n3C)c1	3	-1	-16	5	5	1	4	0.0	2.2
COc1ccc2c(c1)C1(Nc3ccccc3-c3nc4ccccc4n31)C(=O)N2 (stereo not given)	-3	-2	2	5	2	-1	7	0.1	3.9
C=CCn1c(SCC(=O)c2ccc(OC)cc2)nnc1C(C)NC(=O)c1cccs1 (stereo not given)	3	1	4	0	0	1	3	0.0	-0.1
CN(Cc1ccno1)Cc1cn(C)nc1-c1ccc(Oc2ccccc2)cc1	2	0	-1	3	-4	-4	5	0.0	1.9
O=C(Cc1ccc(S(=O)(=O)N2CCOCC2)s1)NCC(=O)Nc1ccccc1Br	-3	3	-6	7	-6	1	-2	0.0	-1.5
O=C1CCCC2=C1C(c1ccncc1)c1c(nc(SCc3ccccc3Cl)[nH]c1=O)N2 (stereo not given)	7	-2	1	-9	4	0	4	0.1	6.1
O=C(CNCc1ccco1)Nc1ccc(N2CCCCCC2)cc1	-6	2	2	5	-2	0	5	0.0	0.5
COc1ccc(NC(=O)C(=O)NCCC2CCCCN2S(=O)(=O)c2cccs2)cc1 (stereo not given)	8	-1	5	-7	-3	5	-4	0.0	1.5
OCCN1CCN(CCSc2ccccc2)CC1	-6	-2	0	3	0	-2	-3	0.0	-2.2
O=C1N=C(N2CCN(c3ccccc3)CC2)S/C1=C\c1ccco1	23	3	-4	23	-1	4	12	-0.1	1.8
O=C(COC(=O)c1ccc(O)cc1)c1ccc(S(=O)(=O)N2CCCCC2)cc1	nt	nt	-1	-3	-1	nt	44*	0.3	4.4
CC(C)(C)C(=O)NC(=S)Nc1ccccc1F	-1	-2	6	1	0	-1	3	-0.1	0.4
COc1cc(C(C(=O)NC2CCCC2)N(C(=O)c2snc(C(N)=O)c2N)c2ccccc2)cc(OC)c1OC (stereo not given)	-2	-1	-16	19	5	2	2	0.2	0.5
COc1ccc(NC(=O)C2CCN(S(=O)(=O)c3c(C)nn(C)c3C)CC2)cc1	-6	-3	-7	-6	-3	-3	7	-0.2	-1.9

Some values from above:
PREPL inhibitor, COc1ccc(NC(=O)C(=O)NCCC2CCCCN2S(=O)(=O)c2cccs2)cc1 (stereo not given) reads -7
TPT1 inhibitor, COc1cc(C(C(=O)NC2CCCC2)N(C(=O)c2snc(C(N)=O)c2N)c2ccccc2)cc(OC)c1OC (stereo not given) reads -1

New compounds follow:
SMILES	core dimer inh	TPT1 inhibitor	JMJD2C inh	PREPL inhibitor	PP1 inh	CTSL1 counter	LYPLA2 inh	Efflux pump inh	PP5 primary
CC1(C(=O)Nc2cccc3ccccc23)CC1(Br)Br (stereo not given)	-5	-3	4	17	1	-7	4	-0.1	2.1
O=C(c1ccc(F)cc1)N(Cc1ccco1)C1CCS(=O)(=O)C1 (stereo not given)	-5	0	4	4	-3	-2	4	-0.1	1.6
Cc1ccc2[nH]c3c(=O)n4c(nc3c2c1)SCC4	2	0	1	3	0	0	-1	0.0	2.8
O=C(Nc1nc2c(s1)CCCC2)c1ccc(Br)s1	13	-4	12	10	3	3	-5	-0.1	3.9
O=C(COC(=O)/C=C/c1ccc(C(F)(F)F)cc1)NC(=O)NCc1ccco1	nt	nt	-1	6	1	nt	0	0.1	4.6
Cc1cccc(NC(=O)[C@H](C)NC(=O)[C@@H]2Cc3ccccc3CN2C(=O)OC(C)(C)C)c1	-10	-2	-14	-1	1	6	17	-0.2	1.4
CC(NS(=O)(=O)c1cn(C)c(=O)n(C)c1=O)c1ccccc1 (stereo not given)	0	-4	-8	4	-1	-3	2	-0.4	0.6
CCn1ncc(Br)c1C(=O)Nc1cccc(F)c1	5	0	-5	2	-5	0	1	0.1	1.8
CC(c1ccco1)N(C(=O)c1ccc(S(=O)(=O)N2CCCCC2)cc1)c1ccccn1 (stereo not given)	-1	-3	10&30	7	-1	-3	8	-0.1	1.1
CCOC(=O)c1ccc(NC(=O)C2CC3CCC2C3)cc1 (stereo not given)	-4	-1	-2	2	2	-1	-5	0.0	4.8
CC(C)(C)c1cc(NC(=O)Nc2ccccc2)no1	0	-1	3	5	6	0	-12	-0.1	0.1
O=c1ccnc(SCc2ccccc2Cl)[nH]1	1	2	-11	-1	-1	-2	1	0.0	2.6
CCCCC#Cc1ccc2c(c1)COc1c3ccccc3nn1-2	6	3	1	0	1	3	-5	0.0	0.9
CN(C(=O)COC(=O)CNS(=O)(=O)/C=C/c1ccccc1)C1CCS(=O)(=O)C1 (stereo not given)	4	-2	9	10	2	-15	9	0.0	-1.6
CCOC(=O)/C(C#N)=C/c1cn(CCC(=O)O)nc1-c1ccc(OC)cc1	2	-1	1	8	-1	3	-2	0.0	0.9
CCN(CC)CCNc1cc(C)c(C#N)c2nc3ccccc3n12	-2	0	2	29	-1	2	6	0.2	2.9
Cc1[nH]n(-c2nc(-c3ccccc3F)cc(=O)[nH]2)c(=O)c1CCO	-12	-1	7	0	0	0	-6	0.0	-2.0
CN(CCO)S(=O)(=O)c1ccc2c(c1)C(=O)c1cc(S(=O)(=O)N(C)CCO)ccc1-2	-5	-1	2	14	1	-1	6	-0.2	-1.6
CN(C)c1ccc(/C=C/c2nnnn2-c2ccccc2)cc1	0	7	4	13	2	1	0	0.0	0.8
CC(C)n1cnnc1SCC(=O)Nc1cccc(S(=O)(=O)N(C)c2ccccc2)c1	-2	-2	0	-6	3	-4	3	0.0	1.1
CCNC(=O)NC(=O)C(C)OC(=O)CCS(=O)(=O)c1ccc(C)cc1 (stereo not given)	3	-5	-3	-6	-2	-73	10	0.0	-2.3
COc1ccccc1C(=O)NNC(=O)Cc1ccccc1	11	1	-2	9	-6	-4	1	-0.1	1.8
COC(=O)c1c(C)nc(C)c2c(=O)oc3ccccc3c12	3	-2	1	-5	2	2	14	0.1	2.1
CCOC(=O)N1CCC(Nc2ccc3nnc(-c4ccccc4)n3n2)CC1	-10	-4	4	1	4	-1	2	-0.1	3.0
CCOc1ccc(/C=C2\SC(=O)N(CCNC(=O)C3COc4ccccc4O3)C2=O)cc1OC (stereo not given)	7	-2	-2	-25	2	-1	-1	0.0	3.1
NNC(=O)c1ccc(Cn2cc(Br)c(N)n2)cc1	1	-3	0	2	-6	0	-1	0.0	-3.2
O=C(OCC(=O)N1CCCC1=O)c1ncc(Cl)c(Cl)c1Cl	-9	-3	0	17	-4	1	-1	-0.3	-0.2
O=C(NCc1ccccc1)c1cc(-n2cnnc2)ccc1Cl	-6	-1	3	0	1	-2	-2	0.0	-0.4
COc1ccc(C(=O)/C=C2/c3ccccc3CC(C)(C)N2C)cc1OC	0	-1	-4	5	5	1	-2	0.0	-1.2
C#Cc1ccc([C@H]2C=C(C(=O)O)O[C@@H](OCCCCO)C2)cc1	16	-3	-2	5	-1	2	-10	nt	-1.0
CCOc1ccc(N(CC(=O)Nc2cccc(C)c2)S(C)(=O)=O)cc1	7	-2	-12	-20	2	4	5	0.0	3.3
Cc1nnsc1C(=O)Nc1ccc(Cl)cc1	-2	2	1	-10	-2	1	2	0.1	-1.8

The list is partial, so the mix of outcomes need not match the whole.
